# Compound activity from PubChem.
# GSTO1 counter = blocks human GSTO1 in RBBP9 counter-screen; P78417; recombinant GSTO1, activity-based probe fluorescence polarization; inhibition, % at 5.96 µM; hit rate 1.1% among 300,000; AID 1974;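 active = inhibition above the campaign mean inhibition plus 3 SD, cut at about 35% in these data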;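 also: 0% = GSTO1-1 with DMSO and 100% = wells lacking GSTO1-1 enzyme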
# Target sequence (P78417 whole entry, looked up): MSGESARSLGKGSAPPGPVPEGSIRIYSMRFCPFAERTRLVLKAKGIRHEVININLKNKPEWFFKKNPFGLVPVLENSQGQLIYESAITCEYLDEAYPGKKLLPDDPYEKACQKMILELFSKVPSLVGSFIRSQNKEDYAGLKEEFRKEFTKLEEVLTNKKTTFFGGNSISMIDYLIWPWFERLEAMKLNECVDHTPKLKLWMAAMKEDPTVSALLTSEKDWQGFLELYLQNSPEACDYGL
# LYPLA2 counter = LYPLA2 (human) inhibition in PME1 counter-screen; O95372; hit rate 0.38% among 320,000; inhibition, % at 5.9 µM; recombinant LYPLA2, FP-Rh probe fluorescence polarization;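 active = inhibition above the screen-wide mean plus 3 SD, limit set per campaign, cut at about 26% in these data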;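 also: 0% = LYPLA2 with DMSO and 100% = wells lacking LYPLA2 enzyme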
# Target sequence (O95372 whole entry, looked up): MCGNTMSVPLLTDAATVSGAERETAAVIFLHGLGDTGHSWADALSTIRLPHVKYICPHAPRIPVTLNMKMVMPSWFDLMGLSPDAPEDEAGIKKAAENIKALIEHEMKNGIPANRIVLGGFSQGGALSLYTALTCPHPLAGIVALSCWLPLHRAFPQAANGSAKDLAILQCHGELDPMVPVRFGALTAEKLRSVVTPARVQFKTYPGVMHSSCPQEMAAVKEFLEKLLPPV
# PAFAH1B3 FP inh = PAFAH1B3 (human) inhibition; Q15102; recombinant PAFAH1B3, FP-rhodamine probe, fluorescence polarization; inhibition, % at 3.39 µM; hit rate 0.28% among 340,000; AID 492972;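 active = inhibition above the screen-wide average of all tested compounds plus 3 SD, cut at about 25% in these data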;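 also: 0% = enzyme with DMSO only and 100% = wells lacking PAFAH1B3 protein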
# Target sequence (Q15102 whole entry, looked up): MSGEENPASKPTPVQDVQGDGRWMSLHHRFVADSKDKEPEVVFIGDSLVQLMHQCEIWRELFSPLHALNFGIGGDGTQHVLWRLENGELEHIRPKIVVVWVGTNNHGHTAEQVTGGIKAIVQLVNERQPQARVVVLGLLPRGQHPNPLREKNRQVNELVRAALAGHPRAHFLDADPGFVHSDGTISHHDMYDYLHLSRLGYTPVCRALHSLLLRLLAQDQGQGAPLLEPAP
# PAD4 inh = inhibitors of human PAD4; Q9UM07; inhibition, % at 6.36 µM; AID 485272; hit rate 0.41% among 330,000; recombinant PAD4, RCA probe fluorescence polarization;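 active = percent inhibition above a cutoff equal to the mean of all tested compounds plus 3 SD, cut at about 15% in these data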;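 also: 0% = PAD4 with RCA probe and DMSO and 100% = probe without PAD4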
# PREPL inh = inhibits the human prolyl oligopeptidase-like enzyme. recombinant PREPL, fluorescence polarization activity-based probe. inhibition, % at 5.96 µM. hit rate 0.68% among 320,000. AID 2751; in the data active = inhibition above about 43%;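 also: 0% = enzyme with DMSO and 100% = wells lacking enzyme; many of its hits are not listed in these tables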
# LYPLA1 inh = blocks human lysophospholipase 1, a PME1 counter-screen; recombinant LYPLA1, FP-Rh probe fluorescence polarization; hit rate 0.16% among 320,000; O75608; inhibition, % at 5.9 µM;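 active = inhibition above the mean of all tested compounds plus 3 SD, set per campaign, cut at about 14% in these data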;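 also: inhibitors block serine hydrolase probe labeling of LYPLA1 so polarization falls; 0% = enzyme with DMSO and 100% = wells lacking LYPLA1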
# Target sequence (O75608 whole entry, looked up): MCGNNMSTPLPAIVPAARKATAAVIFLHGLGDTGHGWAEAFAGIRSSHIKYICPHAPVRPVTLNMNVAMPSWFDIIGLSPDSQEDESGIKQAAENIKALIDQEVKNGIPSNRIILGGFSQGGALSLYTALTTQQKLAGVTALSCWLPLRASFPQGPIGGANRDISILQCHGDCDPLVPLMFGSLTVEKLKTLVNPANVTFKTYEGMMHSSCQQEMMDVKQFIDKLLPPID
# ZTA DNA inh = ZTA (EBV) inhibition in EBNA-1 counter-screen. P03206. ZTA-DNA binding, fluorescence polarization. inhibition, % at 11 µM. hit rate 0.15% among 320,000; in the data active = inhibition above about 33%
# EBNA-1 inhibitor = blocks EBNA-1 binding to DNA. EBNA-1 DNA binding, fluorescence polarization. inhibition, % at 14.8 µM. hit rate 0.34% among 300,000; in the data active = inhibition above about 28%
# PAFAH2 inh = PAFAH2 (human) inhibition | Q99487 | recombinant PAFAH2, FP-rhodamine activity probe, fluorescence polarization | inhibition, % at 3.39 µM | hit rate 0.99% among 340,000;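 active = inhibition above the mean over all tested compounds plus 3 SD, cut at about 30% in these data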;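 also: inhibitors block probe labeling of enzyme so polarization drops; 0% = enzyme with DMSO and 100% = wells lacking PAFAH2 protein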
# An asterisk follows results filed as active; · = no result given.
canonical_smiles	GSTO1 counter	LYPLA2 counter	PAFAH1B3 FP inh	PAD4 inh	PREPL inh	LYPLA1 inh	ZTA DNA inh	EBNA-1 inhibitor	PAFAH2 inh
O=C(O)CC(NC(=O)c1sc2ccccc2c1Cl)c1ccc(OC2CCCC2)cc1 (configuration not stated)	-6	-3	19	0	8	-3	-2	-2	-2
COc1ccccc1NC(=O)C1C2C=CC(O2)C1C(=O)O (configuration not stated)	2	-7	·	-2	0	0	17	5	·
CC1CCCCC1NC(=O)COC(=O)c1ccc2ccccc2n1 (configuration not stated)	-6	1	4	-2	-11	0	-5	10	13
O=C(O)c1ccccc1NN=C1CCCCC1	-1	9	8	4	8	0	-28	3	-3
COc1ccc(C(c2nnnn2CC2CCCO2)N2CCC(C(N)=O)CC2)cc1 (configuration not stated)	0	-10	2	-4	-3	1	7	-2	11
O=C(O)CC(C(=O)O)n1nc(-c2ccccc2)cc1-c1ccccc1 (configuration not stated)	-2	2	11	2	6	1	5	13	-9
CN1CCN(C(=O)C2=C[C@@H](c3csc4ccccc34)C[C@@H](OCc3ccc(CO)cc3)O2)CC1	1	3	5	-1	37	-2	-2	3	-1
Cc1csc(NC(=O)Cc2c(F)cccc2Cl)n1	1	6	10	2	6	2	-7	7	1
O=C(CC(=O)Nc1ccccc1C(=O)O)NNC(=O)Cc1ccccc1	26	2	7	-1	14	0	-2	-2	-3
O=S(=O)(c1ccc(F)cc1)N1CCN(C(=S)NC2CC2)CC1	·	-2	-1	-4	2	-2	4	·	-4
NS(=O)(=O)c1ccc(CCNC(=O)C2CCN(S(=O)(=O)c3ccccc3)CC2)cc1	-4	-4	13	-5	-2	-1	21	6	-1
COc1ccccc1/C=C1\CCC(C2CCCC2)C1=O (configuration not stated)	-2	2	0	-1	2	1	5	0	3
NC(=O)c1ccc(N=C2C(=O)Nc3ccc([N+](=O)[O-])cc32)cc1	71*	9	56*	-2	4	1	-10	6	11
O=C(c1ccc(C(F)(F)F)cc1)N1CCC(=O)N(C(COCc2ccc(C(F)(F)F)cc2)Cc2ccccc2)CC1 (configuration not stated)	2	5	12	5	10	1	17	-2	-2
CS/C(=N\S(=O)(=O)c1ccc(Cl)cc1)c1ccccc1	7	-2	12	3	-6	3	7	-5	6
COc1ccccc1NC(=S)N1CC(C)OC(C)C1 (configuration not stated)	-4	-3	-3	-5	-2	-2	2	13	4
Cc1cc(C)c(S(=O)(=O)Nc2nnc(CC(C)C)s2)c(C)c1	5	0	11	-2	6	0	3	3	4
NC1=C(O)C(=O)C(c2ccccc2)O1 (configuration not stated)	-4	10	7	-2	7	5	7	-8	5
CCOC(=O)c1cnc(-n2nc(C)cc2C)nc1N1CCOCC1	-5	3	2	0	7	-1	-9	1	-7
CC(=O)Nc1c(-c2ccc(F)cc2)nc2ccccn12	-3	-3	18	-4	-3	2	-2	3	5
CC1(C)C(=O)Nc2ccccc2N1C(=O)COC(=O)c1cccs1	·	·	0	-2	12	·	·	·	4
Cc1ccsc1CN(C)CC(=O)NCC(=O)Nc1ccc(F)cc1	·	-6	5	-6	-5	-2	5	·	2
CCOC(=O)C1=C(N)n2c(s/c(=C\c3ccncc3)c2=O)=C(C(=O)OCC)C1c1ccncc1 (configuration not stated)	1	1	·	-3	15	2	11	-3	·
O=C(NNC(=O)c1c(F)cccc1F)c1ccccc1OC(F)(F)F	0	-2	-9	-1	10	-3	-19	-12	-5
CN1C(=O)CSc2ccc(NC(=O)NCc3ccc(F)cc3)cc21	-1	0	0	-4	16	-2	23	12	-6
O=C(CSc1cccc[n+]1[O-])c1ccc(-c2ccccc2)cc1	7	4	6	4	11	-1	-5	-5	7
O=C(Nc1ccc(Oc2ccccc2)nc1)C1CCN(Cc2ccco2)CC1	-2	-1	5	-1	1	2	8	3	-4
COc1ccc(CNC(=O)N2CCN(c3cccc(Cl)c3)CC2)cc1OC	-3	4	1	0	15	5	5	-4	1
Cc1ccccc1C(=O)N1CCC(n2nccc2NC(=O)CCOc2ccccc2)CC1	2	-1	-5	8	2	-4	-3	3	-2
COc1cccc(NC(=S)NNC(=O)Cn2nc([N+](=O)[O-])cc2C)c1	4	9	2	-2	8	3	15	-6	-7
CCOC(=O)c1c(C)[nH]c(C(=O)OCC(=O)N2CC(C)OC(C)C2)c1C (configuration not stated)	0	-1	0	-4	18	-5	8	-17	-2
COc1ccc(NC(=O)N/C=C/c2ccco2)cc1	14	0	12	-4	7	-2	13	3	10

# The list goes on, overlapping the part above by three compounds.
canonical_smiles	GSTO1 counter	LYPLA2 counter	PAFAH1B3 FP inh	PAD4 inh	PREPL inh	LYPLA1 inh	ZTA DNA inh	EBNA-1 inhibitor	PAFAH2 inh
COc1cccc(NC(=S)NNC(=O)Cn2nc([N+](=O)[O-])cc2C)c1	4	9	2	-2	8	3	15	-6	-7
CCOC(=O)c1c(C)[nH]c(C(=O)OCC(=O)N2CC(C)OC(C)C2)c1C (configuration not stated)	0	-1	0	-4	18	-5	8	-17	-2
COc1ccc(NC(=O)N/C=C/c2ccco2)cc1	14	0	12	-4	7	-2	13	3	10
O=C(CSc1nnc(CNc2ccc(F)cc2)n1Cc1ccco1)NC1CC1	-2	-2	0	-1	3	-5	12	7	5
COc1cccc(NC(=O)NC2CCCCC2C)c1 (configuration not stated)	-5	8	14	1	1	2	10	9	-4
COc1ccc2cc[nH]c2c1	3	-1	3	2	-7	-4	1	8	-6
CCOC(=O)C1=C(C)N=C2SC(C)C(=O)N2C1c1ccccc1 (configuration not stated)	-4	3	10	2	-7	0	10	3	1
COC(=O)c1ccccc1NC(=O)C1CCCN(c2nnc(-n3cccc3)s2)C1 (configuration not stated)	3	1	2	-5	-4	1	5	-9	-5
O=C(COc1cccc(C(F)(F)F)c1)Nc1ccc(S(=O)(=O)N2CCCCC2)cc1	-9	-50	-3	-4	-14	-31	3	2	-11
Cc1ccccc1C(=O)OCC(=O)N(C)c1ccccc1	4	3	2	2	-10	2	-1	-9	8
CCCNC(=O)C1CC(c2ccccc2[N+](=O)[O-])=NO1 (configuration not stated)	5	5	13	0	-3	1	-5	3	0
COc1ccc(CNC(=O)CN(c2ccc(OC)cc2)S(=O)(=O)c2c(C)nn(C)c2C)cc1	-3	0	7	2	-7	-2	-15	3	-3
COc1cc(/C=C2\SC(=S)N(CCC(=O)Nc3cccc(O)c3)C2=O)cc(OC)c1OC	-5	-27	0	-14	14	-18	11	-3	-14
CC1(C)CN(C(Cc2ccccc2)C(N)=O)C1=O (configuration not stated)	5	4	0	4	5	2	-1	-2	2
Fc1ccc(Oc2nnnn2-c2ccccc2)cc1	10	5	18	-3	10	2	-7	1	-1
COC(=O)c1ccc(CN2CCC(n3nccc3NC(=O)C3CCCC3)CC2)cc1	3	6	8	0	20	2	-9	7	5
CC(=O)N(C)c1ccc(OCC(O)CN(Cc2ccco2)S(=O)(=O)c2ccc(C)cc2)cc1 (configuration not stated)	1	6	7	-4	18	-1	-1	10	16
CCNc1c(NS(=O)(=O)c2ccc(C3CCCCC3)cc2)c(=O)oc2ccccc12	-7	-2	-2	-6	10	-3	-10	-12	-5
O=C(NCc1ccccn1)NC1CCCCC1	-6	4	3	-4	5	2	-9	-3	1
COc1ccc(CCN2CC(C(=O)NCc3nc(C)c(C)s3)CCC2=O)cc1 (configuration not stated)	-1	6	0	3	8	3	0	5	1
Cc1cccc(C)c1NC(=O)COn1nnc2ccc(C(F)(F)F)cc21	-1	0	0	0	1	-7	-10	-13	5
COc1cccc(N(CC(=O)NC2CCCC2)C(=O)Cn2nnc(-c3ccc(C)o3)n2)c1	-7	-5	9	0	2	0	1	9	4
O=C(c1noc2c1CCCC2)N1CCN(Cc2ccccc2)CC1	-5	-2	0	-4	4	0	5	0	-2
CCN(C(=O)COC(=O)c1[nH]c(=O)[nH]c(=O)c1N)c1ccccc1	8	-11	8	-6	1	-7	-5	-6	2
COc1ccccc1CNC(=O)COC(=O)[C@H](Cc1c[nH]c2ccccc12)NC(=O)c1cccs1	1	1	6	3	19	-3	5	5	1
COc1ccc(/C=C2/Sc3ccc(C(=O)NCCCN4CCOCC4)cc3NC2=O)cc1OC	-256	7	10	-3	40	37*	-12	-12	4
CC(C)(C)OC(=O)C[C@H]1C/C=C\C[C@H](CC(=O)NCCO)C(=O)NCCOC1=O	·	·	6	-1	4	·	·	·	-1
COc1ccc(C)cc1Nc1n[n+](-c2ccccc2)c(-c2ccc(SC)cc2)s1	-6	-4	0	0	20	-3	-10	1	3
COc1ccc(OC)c(-n2c(CN3CCC(C(N)=O)CC3)nc3ccccc3c2=O)c1	-2	2	5	-5	2	-1	10	-2	-1
CCOC(=O)C1=C(C)N=C2SC(C)C(=O)N2C1c1cccc(F)c1 (configuration not stated)	2	-9	-2	4	-1	-7	1	-1	-11
CC1CN(C(=O)c2ccc(COCC(F)(F)F)o2)CC(C)O1 (configuration not stated)	6	6	3	-2	-5	0	15	5	5
COc1ccc(CN(Cc2ccc(OC)cc2)C(=O)c2cccs2)cc1	1	-2	·	-2	-4	0	-8	-3	·
O=C(N/N=C/c1cc(Br)ccc1O)C(=O)Nc1ccccc1OC(F)(F)C(F)F	-6	-5	6	-5	-3	-2	11	4	-4
O=C(O/N=C1/CCCc2occc21)c1ccc(Cl)cc1Cl	8	1	2	1	-5	-5	1	5	8
CCCCn1c(N)c(N(CCOC)C(=O)c2ccc(COc3ccccc3)o2)c(=O)[nH]c1=O	12	3	5	3	6	-3	-3	-12	4
N#Cc1sc2nc3c(cc2c1N)CCCC3	4	-4	7	4	7	2	-17	-7	5
COc1ccccc1Nc1nc(Cl)nc(Nc2ccccc2OC)n1	0	-12	0	1	-2	-3	5	-10	-2
Cc1onc(-c2c(Cl)cccc2Cl)c1C(=O)OCC(=O)c1ccccc1	-7	-2	13	-2	7	2	-4	4	2
O=C(c1ccccc1)N1CCN(C2CCCCC2)CC1	2	1	-3	-3	-7	-1	1	-4	-4
CCOc1ccc(NC(=O)c2cccc3c2C(=O)N(CC2CCCO2)C3)cc1 (configuration not stated)	2	-4	0	0	15	-5	6	-2	15
COc1cc(C(=O)NC(C)C2CC3CCC2C3)ccc1OC(F)F (configuration not stated)	·	0	-2	-5	-2	-4	1	·	4
CC1=C(C#N)C(NC(=O)c2cccc(Cl)c2)(C(F)(F)F)C(=O)N1 (configuration not stated)	4	-1	2	1	-7	1	-21	-5	-3
COc1ccccc1Nc1ncccc1[N+](=O)[O-]	7	-3	1	-1	3	1	-21	-6	-3
CC1(C(=O)NNC(=O)c2cccc([N+](=O)[O-])c2)CC1(Br)Br (configuration not stated)	13	2	6	2	-19	-2	-8	-3	-4
Cn1ccnc1C(=O)C1CCCN(Cc2cn[nH]c2-c2ccc(-c3ccccc3)cc2)C1 (configuration not stated)	-1	-3	-2	-6	12	-2	2	-9	1
COc1ccc([C@@H]2[C@@H]3C(=O)N(C(C)(C)C)C(=O)[C@@H]3[C@]3(Cc4ccccc4)C(=O)N(c4cccc(Br)c4)C(=O)N23)cc1	-3	-9	-7	0	4	-4	2	11	-7
COc1cc(-c2nc(S(=O)(=O)c3ccc(C)cc3)c(N(C)C)o2)cc(OC)c1OC	-1	3	5	1	-7	4	-8	4	2
O=C(C[n+]1cccc(CNC(=O)c2ccc(OC(F)F)cc2)c1)Nc1ccc(SC(F)F)cc1	1	-7	4	6	-21	-10	-8	-8	-9

# An excerpt; the hit share may differ from the screen's.
